High-throughput results from PubChem BioAssay.
NSD2 block – blocks human NSD2 histone methyltransferase activity. O96028. NSD2-SET H3K36me1 DELFIA fluorescence, biochemical. inhibition, % at 12.5 µM. 0.07% of 44,000 active. AID 624260; in the data active = inhibition above about 54%, passing the limit was not always enough;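 note: inhibitors reduce the monomethyl H3K36 fluorescence signal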
Target sequence (O96028 whole entry, looked up): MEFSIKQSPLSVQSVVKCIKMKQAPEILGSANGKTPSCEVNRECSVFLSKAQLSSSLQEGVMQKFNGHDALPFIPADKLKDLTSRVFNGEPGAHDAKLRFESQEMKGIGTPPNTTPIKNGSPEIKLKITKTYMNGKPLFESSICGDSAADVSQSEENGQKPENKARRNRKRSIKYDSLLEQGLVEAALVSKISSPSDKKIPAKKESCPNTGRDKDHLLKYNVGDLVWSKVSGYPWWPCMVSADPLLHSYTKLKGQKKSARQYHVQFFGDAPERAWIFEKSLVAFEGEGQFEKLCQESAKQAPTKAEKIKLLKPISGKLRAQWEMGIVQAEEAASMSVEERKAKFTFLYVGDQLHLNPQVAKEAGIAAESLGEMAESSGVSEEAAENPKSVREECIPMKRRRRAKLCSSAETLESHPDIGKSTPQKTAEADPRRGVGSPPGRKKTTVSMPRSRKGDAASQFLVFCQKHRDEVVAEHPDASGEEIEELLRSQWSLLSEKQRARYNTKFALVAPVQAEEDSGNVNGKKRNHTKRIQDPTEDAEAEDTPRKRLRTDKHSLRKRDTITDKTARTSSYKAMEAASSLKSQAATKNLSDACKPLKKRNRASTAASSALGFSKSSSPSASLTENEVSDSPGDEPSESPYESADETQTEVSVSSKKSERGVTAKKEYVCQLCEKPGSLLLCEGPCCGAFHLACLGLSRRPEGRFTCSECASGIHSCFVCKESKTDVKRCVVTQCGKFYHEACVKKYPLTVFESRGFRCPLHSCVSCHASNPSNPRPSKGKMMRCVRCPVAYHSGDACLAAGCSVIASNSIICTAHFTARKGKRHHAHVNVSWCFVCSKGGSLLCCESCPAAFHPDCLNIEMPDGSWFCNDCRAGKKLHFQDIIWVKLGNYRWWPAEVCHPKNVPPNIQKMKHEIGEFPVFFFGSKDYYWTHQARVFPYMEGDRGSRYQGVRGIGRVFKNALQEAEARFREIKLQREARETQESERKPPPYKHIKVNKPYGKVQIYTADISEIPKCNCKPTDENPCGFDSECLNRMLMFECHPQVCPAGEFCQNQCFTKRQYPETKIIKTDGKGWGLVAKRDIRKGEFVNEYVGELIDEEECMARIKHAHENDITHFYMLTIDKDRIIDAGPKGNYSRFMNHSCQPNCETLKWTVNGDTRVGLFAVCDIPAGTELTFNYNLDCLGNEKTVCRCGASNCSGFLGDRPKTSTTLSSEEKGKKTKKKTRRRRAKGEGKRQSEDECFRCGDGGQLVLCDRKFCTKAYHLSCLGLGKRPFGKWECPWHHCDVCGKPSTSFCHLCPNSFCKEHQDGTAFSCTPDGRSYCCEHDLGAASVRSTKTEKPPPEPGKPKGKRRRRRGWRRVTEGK
* = called active by the depositor. These rows are one share of the data; rates above refer to the full screens.

SMILES	NSD2 block
Cc1noc(C)c1S(=O)(=O)Nc1ccc2c(c1)C(=O)N([C@@H](C)CO)C[C@@H](C)[C@H](CN(C)C(=O)NC(C)C)OCCCC[C@H](C)O2	4.0
C[C@H]1CN([C@@H](C)CO)C(=O)c2cccc(NC(=O)Nc3ccccc3)c2O[C@@H]1CN(C)Cc1ccc(Oc2ccccc2)cc1	-0.9
CO[C@H](CN(C)S(=O)(=O)c1cccc(Cl)c1)[C@@H](C)CN([C@@H](C)CO)S(=O)(=O)c1ccc(Cl)cc1	3.9
COc1ccc(C#Cc2cnc3c(c2)C(=O)N([C@H](C)CO)C[C@H](C)[C@H](CN(C)Cc2cccc(C(F)(F)F)c2)O3)cc1OC	-8.7
CC(C)NC(=O)Nc1ccc2c(c1)CC(=O)N([C@H](C)CO)C[C@@H](C)[C@H](CN(C)C(=O)NC(C)C)O2	0.4
Cc1ccc(S(=O)(=O)N(C)C[C@H]2Oc3c(NC(=O)CCCCCC(=O)Nc4ccccc4N)cccc3C(=O)N([C@H](C)CO)C[C@@H]2C)cc1	10.7
COCCOC(=O)N1C(=O)[C@@]2(c3ccccc31)[C@H](c1ccc(OCCO)cc1)N1[C@H](c3ccccc3)[C@H](c3ccccc3)OC(=O)[C@H]1[C@@H]2C(=O)Nc1nc2ccccc2s1	-9.2
COC(=O)CCCCCCC(=O)N/N=C/c1ccccc1O	2.2
C[C@@H]1CN([C@@H](C)CO)C(=O)Cc2cc(NC(=O)Nc3ccc(C(F)(F)F)cc3)ccc2O[C@H]1CN(C)CC1CC1	-2.9
C[C@@H]1CN([C@H](C)CO)S(=O)(=O)c2ccc(C#Cc3ccccc3F)cc2O[C@H]1CN(C)C	-4.0
C[C@H](CO)N1C[C@H](C)[C@H](CN(C)C(=O)Nc2ccc(F)cc2)Oc2ccc(NC(=O)Nc3ccc4c(c3)OCO4)cc2CC1=O	1.7
CN1CCN(C(=O)C2=C[C@@H](c3ccc(C(F)(F)F)cc3)C[C@@H](OCc3ccc(CO)cc3)O2)CC1	2.0
COc1ccccc1-c1ccc2c(c1)O[C@H](CN(C)C)[C@@H](C)CN([C@H](C)CO)S2(=O)=O	1.4
C[C@H]1CN([C@@H](C)CO)C(=O)c2cccc(NC(=O)Nc3ccc(F)cc3)c2O[C@H]1CN(C)C(=O)Nc1ccc(F)cc1	-5.1
COCC(=O)Nc1ccc2c(c1)[C@H]1C[C@@H](CC(=O)N3CCc4ccccc4C3)O[C@H](CO)[C@H]1O2	-14.7
C[C@@H]1CN([C@H](C)CO)C(=O)c2cc(NC(=O)NC3CCCCC3)ccc2O[C@@H]1CN(C)Cc1ccc(C(F)(F)F)cc1	-5.2
COc1ccc(S(=O)(=O)Nc2ccc3c(c2)CC(=O)N([C@H](C)CO)C[C@H](C)[C@@H](CN(C)Cc2ccc(C(=O)Nc4ccccc4N)cc2)O3)cc1	-0.3
C[C@H](CO)N1C[C@H](C)[C@@H](CN(C)Cc2ccc(C(=O)O)cc2)Oc2ccc(NC(=O)c3ccncc3)cc2CC1=O	-1.5
COCC(=O)Nc1ccc2c(c1)[C@H]1C[C@H](CC(=O)NC3CCCC3)O[C@H](CO)[C@H]1O2	-1.3
O=C(C[C@@H]1C[C@H]2c3cc(NS(=O)(=O)c4ccc(F)cc4)ccc3O[C@H]2[C@H](CO)O1)NCc1cccnc1	5.6
CC(C)NC(=O)N(C)C[C@@H]1Oc2ccc(NC(=O)Nc3ccc(C(F)(F)F)cc3)cc2CC(=O)N([C@H](C)CO)C[C@H]1C	2.3
CNC[C@H]1Oc2ccc(NC(=O)c3ccncc3)cc2CC(=O)N([C@H](C)CO)C[C@H]1C	6.4
C[C@@H]1CN([C@@H](C)CO)C(=O)Cc2cc(NS(=O)(=O)c3cccs3)ccc2O[C@H]1CN(C)Cc1ccc(-c2ccccc2)cc1	-2.3
C[C@@H]1CN([C@@H](C)CO)C(=O)c2cc(NC(=O)CCN3CCOCC3)ccc2O[C@@H]1CN(C)CC1CCCCC1	-0.8
C[C@@H]1CN([C@@H](C)CO)C(=O)c2cc(-c3ccc(C#N)cc3)cnc2O[C@H]1CN(C)Cc1cncnc1	-0.3
CCCNC(=O)N[C@@H]1CC[C@@H](CC(=O)NC2CCC2)O[C@@H]1CO	8.4
CC(C)(C)NC(=O)c1ccc(-n2nc(C(F)(F)F)c3c2-c2ccoc2CC3)cc1	-1.3
C[C@@H]1CN([C@H](C)CO)C(=O)c2cc(NS(=O)(=O)c3cccs3)ccc2O[C@@H]1CN(C)CC1CCCCC1	4.9
C[C@@H]1CN([C@@H](C)CO)C(=O)Cc2cc(NC(=O)Cn3cnnn3)ccc2O[C@H]1CN(C)CC1CC1	4.3
C[C@@H]1CCCCO[C@@H](CN(C)C(=O)CCCN(C)C)[C@H](C)CN([C@H](C)CO)C(=O)c2cc(N(C)C)ccc2O1	1.6
COC(=O)CCCCCCC(=O)N/N=C/c1cccc(O)c1O	-5.0
O=C(OCCSc1cnc2ccccc2n1)c1cc(Cl)cc(Cl)c1	-0.3
C[C@H](CO)N1C[C@H](C)[C@H](CN(C)C(=O)CN(C)C)Oc2ncc(C#Cc3cccnc3)cc2C1=O	1.9
CNC[C@H]1OCCCC[C@@H](C)Oc2ccc(NS(=O)(=O)c3c(C)noc3C)cc2C(=O)N([C@@H](C)CO)C[C@H]1C	-6.2
C[C@@H]1CN([C@@H](C)CO)C(=O)c2cc(C3=CCCC3)cnc2O[C@H]1CN(C)S(C)(=O)=O	-4.3
COc1cccc(-c2cnc3c(c2)C(=O)N([C@H](C)CO)C[C@H](C)[C@H](CN(C)S(=O)(=O)c2ccc(C#N)cc2)O3)c1	1.8
C[C@H](CO)N1C[C@H](C)[C@@H](CN(C)S(C)(=O)=O)Oc2c(NC(=O)CCCCCC(=O)Nc3ccccc3N)cccc2C1=O	-2.3
C[C@H](CO)N1C[C@H](C)[C@H](CN(C)C(=O)NC2CCCCC2)Oc2ccc(NC(=O)Nc3ccc(C(F)(F)F)cc3)cc2CC1=O	-6.5
C[C@H](CO)N1C[C@H](C)[C@H](CN(C)C(=O)c2ccccc2F)Oc2ncc(C#Cc3ccncc3)cc2C1=O	5.2
C[C@@H]1CN([C@H](C)CO)C(=O)Cc2cc(NS(=O)(=O)c3cn(C)cn3)ccc2O[C@@H]1CN(C)S(=O)(=O)c1cn(C)cn1	3.9
Cc1ccc(S(=O)(=O)Nc2cccc3c2O[C@@H](CN(C)Cc2ccc(C(=O)Nc4ccccc4N)cc2)[C@@H](C)CN([C@H](C)CO)C3=O)cc1	-0.6
C[C@H]1CN([C@@H](C)CO)C(=O)c2cccc(NC(=O)Nc3cccc4ccccc34)c2O[C@H]1CN(C)S(C)(=O)=O	-0.4
C[C@@H]1CN([C@H](C)CO)C(=O)c2cc(-c3ccc(C#N)cc3)cnc2O[C@@H]1CN(C)C(=O)c1ccccc1	-134.6
C[C@H](CO)N1C[C@H](C)[C@@H](CN(C)Cc2ccccc2)OCCCC[C@H](C)Oc2ccc(NC(=O)Nc3ccc4c(c3)OCO4)cc2C1=O	4.4
C[C@@H]1CCCCO[C@@H](CN(C)C(=O)Nc2ccc(C(F)(F)F)cc2)[C@@H](C)CN([C@H](C)CO)C(=O)c2cc(NS(=O)(=O)c3cn(C)cn3)ccc2O1	9.1
Cc1ccc(S(=O)(=O)N(C)C[C@H]2OCCCC[C@H](C)Oc3ccc(NC(=O)NC4CCCCC4)cc3C(=O)N([C@H](C)CO)C[C@@H]2C)cc1	31.6
C[C@H]1CCCCO[C@H](CN(C)Cc2ccncc2)[C@@H](C)CN([C@@H](C)CO)C(=O)c2cc(NS(=O)(=O)c3ccccc3)ccc2O1	-3.2
Cc1ccc(-c2cnc3c(c2)C(=O)N([C@H](C)CO)C[C@H](C)[C@H](CN(C)Cc2ccccc2C(=O)O)O3)cc1	-2.7
O=C(N/N=C/c1ccc2c(c1)CCO2)c1ccccn1	4.6
C[C@H]1CCCCO[C@@H](CN(C)C(=O)Nc2ccc(F)cc2)[C@@H](C)CN([C@@H](C)CO)C(=O)c2cc(NS(=O)(=O)c3ccccc3)ccc2O1	13.4
O=S(=O)(c1ccccc1)N1CCN(Cc2cccc(OCCO)c2)CC1	-5.2
C[C@@H]1CN([C@@H](C)CO)C(=O)CCCn2nncc2CO[C@@H]1CN(C)S(=O)(=O)c1ccc2ccccc2c1	-1.5
COc1cccc(-c2ccc3c(c2)O[C@H](CN(C)CC2CC2)[C@H](C)CN([C@@H](C)CO)S3(=O)=O)c1	7.8
C[C@@H]1CN([C@H](C)CO)C(=O)c2cccc(NC(=O)Nc3ccccc3)c2O[C@H]1CN(C)S(=O)(=O)c1cn(C)cn1	-2.6
C[C@@H]1CN([C@@H](C)CO)C(=O)CCCn2cc(nn2)CO[C@H]1CN(C)CC1CCCCC1	-4.2
CCCN(C)C[C@H]1Oc2cc(C#CCC(C)C)ccc2S(=O)(=O)N([C@H](C)CO)C[C@H]1C	0.3
C[C@@H]1CN([C@@H](C)CO)C(=O)c2cc(NC(=O)CCN3CCOCC3)ccc2O[C@@H]1CN(C)C(=O)Nc1ccc(F)cc1	-0.2
CC(=O)N(C)C[C@H]1Oc2ncc(C#Cc3ccc(F)cc3)cc2C(=O)N([C@@H](C)CO)C[C@H]1C	10.4
C=CCN1CCc2c(cc(O)c(O)c2Br)[C@@H](c2ccccc2)C1	-3.7
C[C@H]1CN([C@@H](C)CO)C(=O)c2cc(NC(=O)Cn3cnnn3)ccc2O[C@H]1CN(C)C(=O)Nc1ccc(F)cc1	2.9

Next section.
SMILES	NSD2 block
C[C@@H]1CCCCO[C@H](CN(C)C(=O)Cc2ccccc2)[C@@H](C)CN([C@H](C)CO)C(=O)c2cc(NC(=O)CCC(F)(F)F)ccc2O1	3.3
C[C@H](CO)N1C[C@H](C)[C@H](CN(C)Cc2ccc(Cl)c(Cl)c2)Oc2ccc(NC(=O)C3CCCCC3)cc2C1=O	1.6
C[C@H]1CCCCO[C@H](CN(C)C(=O)Nc2ccccc2)[C@@H](C)CN([C@@H](C)CO)C(=O)c2cc(NC(=O)C3CCCCC3)ccc2O1	-57.3
C[C@@H]1CN([C@@H](C)CO)C(=O)c2cc(NC(=O)Nc3ccc(F)cc3)ccc2O[C@H]1CN(C)Cc1ccc(C(=O)O)cc1	-0.5
CC(C)N1CN=C(Nc2nc3ccccc3o2)NC1	-1.8
C[C@@H]1CN([C@@H](C)CO)C(=O)Cc2cc(NC(=O)c3ccncc3)ccc2O[C@H]1CN(C)Cc1ccncc1	4.0
Cc1noc(C)c1NC(=O)Nc1cccc2c1O[C@@H](CN(C)Cc1ccc3c(c1)OCO3)[C@@H](C)CN([C@@H](C)CO)C2=O	-2.2
C[C@H](CO)N1C[C@H](C)[C@H](CN(C)Cc2ccncc2)Oc2ccc(NC(=O)CCCCCC(=O)Nc3ccccc3N)cc2C1=O	8.0
C[C@@H]1CN([C@@H](C)CO)C(=O)c2cc(NC(=O)c3ccncc3)ccc2O[C@@H]1CN(C)S(=O)(=O)c1ccc(Cl)cc1	-1.4
CCO[C@@H]1OC(C(=O)O)=C[C@H](c2csc3ccccc23)[C@H]1CCCO	1.6
Cc1ccc(S(=O)(=O)N(C)C[C@@H]2OCCCC[C@H](C)Oc3ccc(NC(=O)CCC(F)(F)F)cc3C(=O)N([C@@H](C)CO)C[C@@H]2C)cc1	5.9
C[C@H]1CN([C@@H](C)CO)C(=O)Cc2cc(NS(=O)(=O)c3ccc(F)cc3)ccc2O[C@H]1CN(C)C	4.8
C[C@H](CO)N1C[C@H](C)[C@H](CN(C)Cc2ccc3c(c2)OCO3)Oc2ccc(NC(=O)Nc3cccc4ccccc34)cc2CC1=O	-0.4
CCCNC(=O)N(C)C[C@@H]1Oc2cc(C3=CCCC3)ccc2S(=O)(=O)N([C@@H](C)CO)C[C@H]1C	-3.8
COC(=O)c1ccc([C@@H]2C=C(C(=O)N3CCN(Cc4ccc5c(c4)OCO5)CC3)O[C@H](OCc3ccc(CO)cc3)C2)cc1	6.7
COc1ccc(NC(=O)N(C)C[C@@H]2Oc3c(NC(=O)C4CC4)cccc3C(=O)N([C@@H](C)CO)C[C@H]2C)cc1	2.9
C[C@@H]1CN([C@@H](C)CO)C(=O)Cc2cc(NS(C)(=O)=O)ccc2O[C@H]1CN(C)CC1CCCCC1	4.3
C[C@H](CO)N1C[C@H](C)[C@H](CN(C)C(=O)Nc2ccc(F)cc2)OCCCC[C@H](C)Oc2ccc(NC(=O)Nc3ccccc3)cc2C1=O	-5.9
C[C@@H]1CN([C@@H](C)CO)C(=O)c2cccc(NC(=O)CCCCCC(=O)Nc3ccccc3N)c2O[C@@H]1CN(C)Cc1ccc2c(c1)OCO2	0.8
C[C@H]1CN([C@@H](C)CO)C(=O)c2cc(NC(=O)Cc3ccccc3)ccc2O[C@H]1CN(C)Cc1ccc(-c2ccccc2)cc1	7.4

In the list so far, these contain a CF3 group.
SMILES	NSD2 block
COc1ccc(C#Cc2cnc3c(c2)C(=O)N([C@H](C)CO)C[C@H](C)[C@H](CN(C)Cc2cccc(C(F)(F)F)c2)O3)cc1OC	-8.7
C[C@@H]1CN([C@@H](C)CO)C(=O)Cc2cc(NC(=O)Nc3ccc(C(F)(F)F)cc3)ccc2O[C@H]1CN(C)CC1CC1	-2.9
CN1CCN(C(=O)C2=C[C@@H](c3ccc(C(F)(F)F)cc3)C[C@@H](OCc3ccc(CO)cc3)O2)CC1	2.0
C[C@@H]1CN([C@H](C)CO)C(=O)c2cc(NC(=O)NC3CCCCC3)ccc2O[C@@H]1CN(C)Cc1ccc(C(F)(F)F)cc1	-5.2
CC(C)NC(=O)N(C)C[C@@H]1Oc2ccc(NC(=O)Nc3ccc(C(F)(F)F)cc3)cc2CC(=O)N([C@H](C)CO)C[C@H]1C	2.3
CC(C)(C)NC(=O)c1ccc(-n2nc(C(F)(F)F)c3c2-c2ccoc2CC3)cc1	-1.3
C[C@H](CO)N1C[C@H](C)[C@H](CN(C)C(=O)NC2CCCCC2)Oc2ccc(NC(=O)Nc3ccc(C(F)(F)F)cc3)cc2CC1=O	-6.5
C[C@@H]1CCCCO[C@@H](CN(C)C(=O)Nc2ccc(C(F)(F)F)cc2)[C@@H](C)CN([C@H](C)CO)C(=O)c2cc(NS(=O)(=O)c3cn(C)cn3)ccc2O1	9.1
C[C@@H]1CCCCO[C@H](CN(C)C(=O)Cc2ccccc2)[C@@H](C)CN([C@H](C)CO)C(=O)c2cc(NC(=O)CCC(F)(F)F)ccc2O1	3.3
Cc1ccc(S(=O)(=O)N(C)C[C@@H]2OCCCC[C@H](C)Oc3ccc(NC(=O)CCC(F)(F)F)cc3C(=O)N([C@@H](C)CO)C[C@@H]2C)cc1	5.9
